Bioassay records (PubChem BioAssay)
Neddylation inh: cullin neddylation inhibition. TR-FRET cullin neddylation, biochemical. calls only at 25 µM. P61081+Q13564. 360,000 tested, 0.58% active; in the data active means inhibition above about 36%
NadD block: NadD (S. aureus) enzyme inhibition; purified NadD enzyme, colorimetric absorbance read-out; inhibition, % at 20 µM; 360,000 tested, 0.78% active; AID 602399; in the data active means inhibition above about 26%; further: some compounds past the cut are filed as inactive
CSN inh: CSN deneddylation inhibition. 360,000 tested, 0.38% active. Purified CSN, SCF-Nedd8-OG deneddylation, fluorescence polarization. Q92905. inhibition, % at 12.5 µM;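 active means pattern-corrected inhibition above about 35%, with an unprinted fluorescence ratio check between 0.5 and 1.5, limit read from the data, passing the limit was not always enough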;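 further: 0% = enzyme with substrate and 100% = substrate without enzyme; some results filed as inactive read as strong as hits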
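Test system: purified human Csn5 enzyme expressed in HEK293T cells. Amount: 0.24 nM enzyme. Reagent: SCFSkp2-Nedd8OG substrate at 10 nM final. Schedule: 90 min incubation of compound, enzyme and substrate at room temperature. Detection: fluorescence polarization. Read-out: % inhibition of substrate cleavage by Csn5.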
Rin1 Abl inh: blocks binding of human Rin1 to Abl. P00519+Q13671. TR-FRET Rin1/Abl binding, biochemical. inhibition, % at 7.35 µM. 360,000 tested, 0.4% active; in the data active means inhibition above about 5%, passing the limit was not always enough
Target sequence (P00519 whole entry, looked up): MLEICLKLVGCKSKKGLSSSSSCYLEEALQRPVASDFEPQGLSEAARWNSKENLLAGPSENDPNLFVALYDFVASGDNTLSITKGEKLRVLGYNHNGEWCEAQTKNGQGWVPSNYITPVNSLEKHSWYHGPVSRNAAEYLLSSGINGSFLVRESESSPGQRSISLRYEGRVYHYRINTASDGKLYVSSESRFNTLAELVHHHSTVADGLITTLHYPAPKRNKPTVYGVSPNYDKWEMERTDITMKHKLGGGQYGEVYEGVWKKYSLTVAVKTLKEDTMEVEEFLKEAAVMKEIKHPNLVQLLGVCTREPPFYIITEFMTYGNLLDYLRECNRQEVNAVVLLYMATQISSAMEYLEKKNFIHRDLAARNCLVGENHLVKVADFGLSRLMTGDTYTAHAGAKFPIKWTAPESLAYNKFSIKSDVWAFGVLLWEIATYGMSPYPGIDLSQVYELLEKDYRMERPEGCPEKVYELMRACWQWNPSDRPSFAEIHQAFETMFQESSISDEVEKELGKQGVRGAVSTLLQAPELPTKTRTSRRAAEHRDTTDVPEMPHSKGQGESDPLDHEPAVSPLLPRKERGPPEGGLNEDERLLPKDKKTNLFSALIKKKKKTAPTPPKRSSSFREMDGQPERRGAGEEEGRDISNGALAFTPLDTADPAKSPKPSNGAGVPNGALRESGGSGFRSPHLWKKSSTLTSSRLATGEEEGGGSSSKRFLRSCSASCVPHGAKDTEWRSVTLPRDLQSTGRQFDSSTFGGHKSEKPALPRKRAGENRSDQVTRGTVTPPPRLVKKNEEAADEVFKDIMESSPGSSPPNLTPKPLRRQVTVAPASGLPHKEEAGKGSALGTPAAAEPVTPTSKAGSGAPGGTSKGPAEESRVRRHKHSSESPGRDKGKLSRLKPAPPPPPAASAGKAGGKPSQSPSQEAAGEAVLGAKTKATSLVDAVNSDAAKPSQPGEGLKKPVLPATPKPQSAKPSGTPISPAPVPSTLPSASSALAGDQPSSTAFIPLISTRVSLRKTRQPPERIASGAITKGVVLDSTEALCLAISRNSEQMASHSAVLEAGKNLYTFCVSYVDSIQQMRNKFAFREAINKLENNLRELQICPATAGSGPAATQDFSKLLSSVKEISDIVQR
Target sequence (Q13671 whole entry, looked up): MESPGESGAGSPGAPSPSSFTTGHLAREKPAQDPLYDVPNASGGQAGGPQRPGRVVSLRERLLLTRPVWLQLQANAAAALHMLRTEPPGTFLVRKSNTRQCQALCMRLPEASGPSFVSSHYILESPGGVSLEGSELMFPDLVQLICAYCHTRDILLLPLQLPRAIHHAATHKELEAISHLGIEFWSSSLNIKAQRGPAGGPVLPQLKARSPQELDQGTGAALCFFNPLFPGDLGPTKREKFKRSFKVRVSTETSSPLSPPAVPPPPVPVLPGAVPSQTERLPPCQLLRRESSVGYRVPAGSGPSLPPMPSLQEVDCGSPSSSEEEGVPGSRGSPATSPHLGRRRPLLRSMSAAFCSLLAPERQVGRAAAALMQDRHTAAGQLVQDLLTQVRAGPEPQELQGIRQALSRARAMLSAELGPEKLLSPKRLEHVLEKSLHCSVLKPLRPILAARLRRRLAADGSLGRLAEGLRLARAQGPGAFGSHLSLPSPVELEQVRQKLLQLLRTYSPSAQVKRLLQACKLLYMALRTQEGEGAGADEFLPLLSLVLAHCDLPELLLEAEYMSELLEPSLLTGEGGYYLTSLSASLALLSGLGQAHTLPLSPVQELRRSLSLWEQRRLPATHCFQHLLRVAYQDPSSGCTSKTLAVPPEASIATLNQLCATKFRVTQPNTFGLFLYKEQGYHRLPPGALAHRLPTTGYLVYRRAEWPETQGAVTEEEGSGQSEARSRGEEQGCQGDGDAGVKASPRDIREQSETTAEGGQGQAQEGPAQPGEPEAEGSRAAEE
MT1-MMP act inh: blocks activation of human MT1-MMP; GFP/RFP ratio change, % at 20 µM; 360,000 tested, 0.061% active; P50281; HT1080 RFP-PRO-GFP cells, GFP/RFP ratio fluorescence, overnight; percent of plate control window, DMSO zero; AID 651647;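 active means GFP/RFP ratio change of at least 30% with cell ATP level not reduced by more than half and red fluorescence within 50% of control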; further: strong numbers were not always called active
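system = RFP-PRO-GFP reporter HT1080 cells | dosing = 20 µM single dose, 1% DMSO | timing = overnight cell settling, then overnight compound exposure, 37 °C, 5% CO2 | read-out basis = GFP/RFP fluorescence ratio | controls = DMSO and RFP-L50D-GFP cell wells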
Rpn11 block: blocks the human proteasome subunit Rpn11 | O00487 | human 26S proteasome, Ub4-pepOG fluorescence polarization; 20S core pre-blocked with epoxomicin | calls only at 20 µM | 360,000 tested, 0.59% active | AID 588493;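 active means inhibition at 20 µM, scaled to each plate's controls, above about 33%, limit read from the data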
MLLE-PAM2 inh: blocks PAM2 peptide binding to the PABP1 MLLE domain. P11940. GST-MLLE / FITC-PAM2 fluorescence polarization. inhibition, % at 20 µM. 360,000 tested, 0.36% active. AID 588489; in the data active means inhibition above about 35%, passing the limit was not always enough;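 further: plate controls were DMSO wells with GST-MLLE for no effect and wells lacking GST-MLLE protein for full effect; some results filed as inactive read as strong as hits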
SKN-1 block: C. elegans SKN-1 inhibition; C. elegans VP596 Pgst-4::GFP/RFP ratio, acrylamide-induced, 24 h; inhibition, % at 21.8 µM; 360,000 tested, 0.49% active; AID 624304;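 active means interference check ratio from 0.5 to 1.5 plus GFP to RFP signal ratio inhibition reaching or exceeding a fixed threshold, cut at about 30% in these data, passing the limit was not always enough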; further: some compounds called inactive have numbers as strong as hits
FAS TE block: FAS thioesterase (human) inhibition. 360,000 tested, 0.67% active. AID 602261. recombinant FAS-TE, OMFH fluorogenic substrate, fluorescence endpoint. inhibition, % at 15 µM. P49327;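 active means compounds whose normalised, plate-corrected inhibition of enzyme fluorescence in the single-dose primary screen is 50% or more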;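 further: 0% = DMSO with enzyme and 100% = substrate without enzyme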
* = called active by the depositor; i = inactive; nt = not tested or not shown.

No.	Compound	Neddylation inh	NadD block	CSN inh	Rin1 Abl inh	MT1-MMP act inh
1	CC(C)OC(=O)CN1C(=O)C(C)(C)Oc2ccc(C(=O)NC(C)(C)C)cc21	i	-1.7	-6.8	2.8	-5.4
2	CSc1nsc(NC(=O)OCc2ccc(Cl)cc2)n1	i	-8.0	-2.2	-0.4	1.0
3	N#Cc1c(-c2ccccc2)ccnc1Oc1ccccc1	i	-4.5	-1.7	0.7	2.9
4	CCn1c(CNC(=O)c2cccnc2)cc2ccccc21	i	-6.3	5.5	-2.6	-1.6
5	O=C1N[C@@H](c2ccccc2)COC(=O)[C@@H](Cc2ccc(F)cc2)C/C=C\C[C@H]1CC(=O)N(CCO)Cc1ccccc1	i	5.4	-6.3	-4.0	-3.4
6	CN(C)c1cc[n+](CC(=O)Nc2ccc(Oc3ccccc3)cc2)cc1	i	-10.2	-18.2	-1.3	-6.7
7	O=C(Cn1cnc2ccccc21)OCC(=O)N1CCc2ccccc2C1	i	-5.0	-0.3	2.6	-1.5
8	Cc1ccc(F)c(S(=O)(=O)NC(=O)C2(C)CCN2C(=O)c2ccc(C(F)(F)F)nc2C)c1 (stereo unspecified)	i	-2.0	5.1	1.1	2.4

No.	Rpn11 block	MLLE-PAM2 inh	SKN-1 block	FAS TE block
1	i	2.7	-1.5	-1.9
2	i	-3.4	16.6	0.4
3	i	-3.6	-10.0	2.3
4	i	3.2	12.2	-4.2
5	i	-0.6	-16.5	11.8
6	i	8.1	-3.2	2.8
7	i	-2.6	-9.2	-10.4
8	i	-8.5	14.3	-4.2

Record cards, as listed above.
Listed for `Cc1ccc(F)c(S(=O)(=O)NC(=O)C2(C)CCN2C(=O)c2ccc(C(F)(F)F)nc2C)c1` (stereo unspecified) = Neddylation inh: i; NadD block: -2.0; CSN inh: 5.1; Rin1 Abl inh: 1.1; MT1-MMP act inh: 2.4; Rpn11 block: i; MLLE-PAM2 inh: -8.5; SKN-1 block: 14.3; FAS TE block: -4.2
Listed for `O=C1N[C@@H](c2ccccc2)COC(=O)[C@@H](Cc2ccc(F)cc2)C/C=C\C[C@H]1CC(=O)N(CCO)Cc1ccccc1` = Neddylation inh: i; NadD block: 5.4; CSN inh: -6.3; Rin1 Abl inh: -4.0; MT1-MMP act inh: -3.4; Rpn11 block: i; MLLE-PAM2 inh: -0.6; SKN-1 block: -16.5; FAS TE block: 11.8
Listed for `CCn1c(CNC(=O)c2cccnc2)cc2ccccc21` = Neddylation inh: i; NadD block: -6.3; CSN inh: 5.5; Rin1 Abl inh: -2.6; MT1-MMP act inh: -1.6; Rpn11 block: i; MLLE-PAM2 inh: 3.2; SKN-1 block: 12.2; FAS TE block: -4.2

The list goes on:
No.	Compound	Neddylation inh	NadD block	CSN inh	Rin1 Abl inh	MT1-MMP act inh
9	Cc1ccc(S(=O)(=O)CCC(=O)N2CCN(c3ccc([N+](=O)[O-])cc3)CC2)cc1	i	0.1	1.6	-7.2	-0.7
10	O=C(NN=C1CCCC1)c1ccc(Br)cc1	i	-4.8	-3.5	3.6	-3.7
11	CCOc1ccc(CCNC(=O)COC(=O)COc2ccc(Br)cc2)cc1OCC	i	-2.3	6.4	0.8	0.9
12	COc1ccc(NC(=O)c2cc(-c3sc(NC(=O)c4ccccc4)nc3C)n(-c3ccc(Br)cc3)n2)cc1	i	nt	-3.6	nt	-1.6
13	O=C(N1CCOCC1)C12CC3CC(C1)CC(c1ccccc1)(C3)C2	i	2.2	3.6	-0.2	-1.7
14	CC[C@H](C)[C@@H](CO)NC(=O)[C@H]1O[C@@H](n2ccc(N)nc2=O)[C@H](O)[C@@H]1O	i	-9.6	-1.4	1.2	1.6
15	CCCCc1nc2ccccc2c(NC(=O)CN(CC)CC)c1CCC	i	-1.8	-2.3	2.3	-12.7
16	CC1=C(C(=O)Nc2cc(C(=O)NCCCOC(C)C)ccc2C)SCCO1	i	-3.6	-0.1	1.3	-3.2

No.	Rpn11 block	MLLE-PAM2 inh	SKN-1 block	FAS TE block
9	i	-7.8	4.8	4.6
10	i	6.5	5.8	-3.6
11	i	-33.5	3.0	-4.2
12	nt	nt	10.7	nt
13	i	4.1	-3.5	-2.8
14	i	14.2	10.9	-10.1
15	i	-9.9	33.3	-1.7
16	i	7.8	15.8	-1.1

Going on with the list.
No.	Compound	Neddylation inh	NadD block	CSN inh	Rin1 Abl inh	MT1-MMP act inh
17	Cc1cc(Cl)c(C)c(S(=O)(=O)N2CCN(C(=O)C3CCCO3)CC2)c1Cl (stereo unspecified)	i	-0.6	3.6	5.4	8.0
18	OCc1ccc(N=Nc2ccccc2)cc1	i	-5.9	0.6	-3.8	4.9
19	O=C(COC(=O)COc1cccc(C(F)(F)F)c1)Nc1ccc(N2CCOCC2)cc1	i	5.3	1.9	4.6	-2.3
20	C=CCNC(=S)/C(=C(/[O-])c1ccccc1Br)[n+]1ccccc1	i	-12.3	4.2	-0.5	2.9
21	O=C(NCCCO)/C(=C\C=C\c1ccccc1)NC(=O)c1ccccc1Cl	i	-4.3	-3.1	-2.8	-0.3
22	COc1ccc(CNC(=O)c2ccc3c(c2)N(C)C(=O)CS3=O)cc1 (stereo unspecified)	i	-0.7	-3.5	0.1	-1.3
23	CCc1ccc(-c2csc(NC(=O)C3=COCCO3)n2)cc1	i	-8.6	2.9	-1.3	-0.4
24	O=C1C2CCCCC2C(=O)N1Cc1ccccc1 (stereo unspecified)	i	0.9	-6.8	3.1	0.4

No.	Rpn11 block	MLLE-PAM2 inh	SKN-1 block	FAS TE block
17	i	15.3	-0.5	-0.1
18	i	-6.5	14.8	-0.5
19	i	-2.6	-5.5	-9.1
20	i	-6.2	6.5	-4.2
21	i	-5.3	1.0	-7.0
22	i	-2.9	16.6	4.3
23	i	-6.2	0.0	29.3
24	i	10.7	-2.8	0.8

(listing goes on)
No.	Compound	Neddylation inh	NadD block	CSN inh	Rin1 Abl inh	MT1-MMP act inh
25	COc1cccc(-c2csc(N3CCN(CC(=O)NNC(=O)c4ccco4)CC3)n2)c1	i	2.1	15.8	2.5	-2.0
26	CC(C)CNC(=S)N1CCC(NC(=O)c2ccco2)CC1	i	3.4	7.9	-1.1	-1.1
27	COc1ccc(OC(=O)COc2ccc(C)cc2)cc1	i	-9.1	3.4	1.8	-2.4
28	Cc1ccc(Nc2nc(N/N=C\c3ccc4c(c3)OCO4)nc(N3CCOCC3)n2)cc1	i	15.3	1.4	5.4	-5.0
29	Cc1ccc(Nc2c(-c3ccccn3)nc3ccc(C)cn23)cc1	i	6.2	2.6	0.3	7.7
30	Brc1ccc2oc(-c3ccn[nH]3)cc2c1	i	-5.4	2.6	-5.3	1.8
31	O=C(COC(=O)Cn1cnc2ccccc21)Nc1ccc(F)c(F)c1	i	-2.0	-1.7	1.6	-0.2
32	O=C(Nc1ccc(OC(F)(F)F)cc1)c1ccc2nccnc2c1	i	-2.7	5.8	4.5	0.3

No.	Rpn11 block	MLLE-PAM2 inh	SKN-1 block	FAS TE block
25	i	-10.9	6.5	-4.8
26	i	-106.2	0.9	-3.5
27	i	6.2	3.9	5.8
28	i	1.5	-4.7	3.9
29	i	7.4	0.9	5.8
30	i	-1.2	38.5*	3.1
31	i	-12.9	13.7	-4.8
32	i	2.5	6.1	-2.6

Later entries:
No.	Compound	Neddylation inh	NadD block	CSN inh	Rin1 Abl inh	MT1-MMP act inh
33	COc1ccccc1N1CCN(S(=O)(=O)CCNC(=O)CCc2ccccc2)CC1	i	1.3	4.6	-1.4	-3.6
34	CN(C)c1nc(N(C)C)nc(N2CCCCC2)n1	i	1.8	-1.9	-5.0	-4.3
35	Cc1ccc(F)c(S(=O)(=O)NC(=O)C2(C)CCN2C(=O)c2ccc(C3CCCCC3)cc2)c1 (stereo unspecified)	i	5.8	1.5	-0.5	5.6
36	COc1cc(OC)cc(-c2c(-c3cccs3)c3cc(-c4ccc(OCc5ccccc5)cc4)ccc3n2C)c1	i	46.3*	0.8	-1.6	-6.1
37	Cc1ccc(C(=O)N2CCN(c3ccccc3)CC2)cc1S(=O)(=O)N1CCCC1	i	-1.2	2.1	-1.7	7.1
38	CON/C=N/C(=S)Nc1ncc(C(F)(F)F)cc1Cl	i	3.3	-5.7	0.9	-15.3
39	COc1ccc(CCNC(=O)/C=C/c2ccc3ccccc3n2)cc1OC	i	4.1	1.6	-3.2	-6.2
40	CC(=O)c1cccc(NC(=S)NC2CCCCC2)c1	i	-2.8	-5.6	-3.7	-2.3

No.	Rpn11 block	MLLE-PAM2 inh	SKN-1 block	FAS TE block
33	i	-16.9	-11.1	-3.7
34	i	-2.6	-10.7	-5.8
35	i	8.1	6.6	-6.3
36	i	5.5	12.7	29.3
37	i	6.2	9.9	-7.1
38	i	42.1*	8.3	1.2
39	i	-2.3	-9.1	-4.3
40	i	3.2	7.8	0.0

Additional structures.
No.	Compound	Neddylation inh	NadD block	CSN inh	Rin1 Abl inh	MT1-MMP act inh
41	Cc1ccc(NC2=NC3(CCCC3)N=C(N)N2)c(C)c1	i	-8.1	-0.6	-4.2	-1.0
42	c1ccc(CNc2nc(N3CCOCC3)nc(N3CCOCC3)n2)cc1	i	0.8	4.1	2.2	3.6
43	COC(=O)c1ccccc1-n1cccc1C(=O)NP(=O)(N1CCOCC1)N1CCOCC1	i	-5.5	8.7	1.1	0.2
44	COCCNC(=O)C(C)Oc1ccccc1 (stereo unspecified)	i	-0.3	-1.6	3.6	-1.4
45	CC1=NN(/C(=N\c2nnc(C)s2)Nc2ccccc2)[C@H](c2cccc3ccccc23)S1	i	12.6	4.6	-4.1	-2.2
46	COc1ccccc1NC(=O)COC(=O)c1cnccn1	i	2.5	-4.7	-3.8	-0.1
47	CCc1ccc(N(CC(=O)NC(C)(C)CC)C(=O)CCC(=O)Nc2nccs2)cc1	i	0.3	0.8	-0.1	2.5
48	Cc1cc(C)cc(NC(=O)CSc2nc3nc(C)cc(C)n3n2)c1	i	0.9	-2.5	3.4	0.2

No.	Rpn11 block	MLLE-PAM2 inh	SKN-1 block	FAS TE block
41	i	11.0	1.1	-5.6
42	i	13.1	13.9	-5.9
43	i	0.4	3.1	-5.0
44	i	4.8	3.5	-9.3
45	i	-0.6	-3.3	11.4
46	i	-2.9	14.5	-7.2
47	i	-16.0	4.7	-0.6
48	i	39.6	11.2	-1.3

Continuation:
No.	Compound	Neddylation inh	NadD block	CSN inh	Rin1 Abl inh	MT1-MMP act inh
49	Cc1ccc(N(C(C)C(=O)N2CCN(Cc3ccccc3)CC2)S(C)(=O)=O)cc1 (stereo unspecified)	i	2.2	0.9	-1.1	-1.6
50	COc1ccc(CC(=O)OCC(=O)NC2CCCC(C)C2C)cc1 (stereo unspecified)	i	-5.7	-2.7	-0.8	3.9
51	CN(CCOc1ccc(Cl)cc1)c1ccc(S(=O)(=O)N2CCCCC2)cn1	i	9.3	-4.6	-1.3	-3.2
52	O=C(CNS(=O)(=O)c1ccc([N+](=O)[O-])cc1)N/N=C/c1ccc(O)cc1O	i	-6.0	-0.5	-2.9	5.0

No.	Rpn11 block	MLLE-PAM2 inh	SKN-1 block	FAS TE block
49	i	-0.6	-8.1	-3.6
50	i	-1.7	-0.6	-0.4
51	i	-8.8	-18.0	36.2
52	i	-14.5	-2.6	20.2
